Bioassay records: PubChem BioAssay, NMMLSC
RPL19A-GFP yeast = RPL19A-GFP expression modulators in yeast, primary screen, cell-based, S. cerevisiae, multiplex flow cytometry, MLPCN | S. cerevisiae RPL19A-GFP strain, 3 h; stronger effect = lower value | percent response vs DMSO, % at 10 µM | hit rate 0.3% among 330,000 | AID 2025, 2009;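 active means percent response vs DMSO below 50%; inconclusive means fewer than 70 events counted for the yeast strain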;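 further: median channel GFP fluorescence of the barcoded RPL19A-GFP strain; ratio of sample median GFP to plate DMSO average so 100% = DMSO; lower means less RPL19A-GFP as with rapamycin TOR inhibition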
CIT2 TOR yeast = modulators of CIT2-GFP expression in yeast, primary screen, S. cerevisiae, GFP fusion, multiplex flow cytometry, MLPCN library; AID 2029, 2009; S. cerevisiae CIT2-GFP strain, 3 h; 100 means same as DMSO wells; GFP response vs DMSO, % at 10 µM; hit rate 0.065% among 320,000;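 active means GFP response relative to DMSO above a set limit, near the screen mean plus 3 SD, cut at about 150% in these data; inconclusive means Fewer than 70 cells measured for a yeast strain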;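 further: ratio of well median GFP fluorescence to mean of DMSO wells on the plate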
VLA-4 inh = inhibition in human VLA-4 binding assay, primary screen, VLA-4 allosteric modulator project, MLPCN library, flow cytometry, VLA-4 expressing cells; inhibition, % (about 7 µM as worked out from the volumes in the protocol); ligand binding flow cytometry; hit rate 0.2% among 330,000; in the data active means inhibition above about 50%
Target sequence (P13612 whole entry, looked up): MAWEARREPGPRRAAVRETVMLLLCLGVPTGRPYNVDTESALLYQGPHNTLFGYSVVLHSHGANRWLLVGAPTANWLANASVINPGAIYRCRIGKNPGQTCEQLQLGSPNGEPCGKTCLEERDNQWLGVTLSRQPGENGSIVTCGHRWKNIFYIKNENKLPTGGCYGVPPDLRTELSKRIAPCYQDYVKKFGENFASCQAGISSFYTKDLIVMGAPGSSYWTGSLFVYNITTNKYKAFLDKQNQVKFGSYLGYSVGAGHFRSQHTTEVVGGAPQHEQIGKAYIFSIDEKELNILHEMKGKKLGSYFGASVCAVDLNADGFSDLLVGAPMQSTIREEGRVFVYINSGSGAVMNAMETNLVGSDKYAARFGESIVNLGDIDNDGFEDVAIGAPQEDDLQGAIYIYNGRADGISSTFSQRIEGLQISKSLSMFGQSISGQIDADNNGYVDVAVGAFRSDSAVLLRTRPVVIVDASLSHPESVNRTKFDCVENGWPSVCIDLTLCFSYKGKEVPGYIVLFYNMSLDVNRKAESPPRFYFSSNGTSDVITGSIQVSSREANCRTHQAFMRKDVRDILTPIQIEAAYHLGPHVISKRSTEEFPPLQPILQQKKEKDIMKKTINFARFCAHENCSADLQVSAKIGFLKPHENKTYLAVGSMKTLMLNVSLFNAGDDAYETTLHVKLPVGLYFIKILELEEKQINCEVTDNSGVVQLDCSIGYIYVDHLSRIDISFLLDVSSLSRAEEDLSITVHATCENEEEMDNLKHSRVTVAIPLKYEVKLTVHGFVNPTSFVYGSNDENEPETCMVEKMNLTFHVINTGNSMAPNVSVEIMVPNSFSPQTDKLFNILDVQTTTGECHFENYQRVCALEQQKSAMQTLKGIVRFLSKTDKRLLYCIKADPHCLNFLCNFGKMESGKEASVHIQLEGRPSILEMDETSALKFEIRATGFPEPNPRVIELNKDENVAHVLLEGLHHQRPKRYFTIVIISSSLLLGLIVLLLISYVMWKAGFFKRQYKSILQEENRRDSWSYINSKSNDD
CR mimetic SO = reduction of superoxide in aged yeast, primary screen, HTS | S. cerevisiae aged cells, superoxide DHE fluorescence; stronger effect = lower value | superoxide response (% of plate mean), % at 10 µM | hit rate 0.18% among 330,000 | AID 2690, 2010;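 active means superoxide response under a set limit, about three screen SD below normal, cut at about 65% in these data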;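 further: yeast aged for seven days with compound at 30 °C before DHE staining; 100% = average MFI of all compound-treated wells on the plate with controls excluded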
LAP4-GFP MLPCN = modulators of LAP4-GFP expression in yeast, primary screen, S. cerevisiae, multiplex flow cytometry, MLPCN library; 3 h; median GFP as percent of DMSO wells; AID 2023, 2009; GFP response vs DMSO, % at 10 µM; hit rate 0.34% among 320,000;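 active means GFP response vs DMSO above a set limit, about the screen mean plus 3 SD, cut at about 150% in these data; inconclusive means under 70 cell events counted for the yeast strain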
GRK2 inh = compounds blocking aptamer binding on GRK2 – biochemical, human GRK2, bead flow cytometry, HTS, primary screen; Beta-adrenergic receptor kinase 1 (Homo sapiens), P25098; inhibition of aptamer binding, % at 10 µM; AID 488847, 2010; hit rate 0.59% among 330,000; FAM-aptamer displacement from GRK2;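 active means inhibition of aptamer binding above 40%, roughly 3 SD of noise, on plates passing a quality check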;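 further: median bead fluorescence of bound FAM aptamer so fluorescent compounds give negative values; no value below 0 was filed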
MEP2-GFP yeast = modulators of MEP2-GFP levels in yeast, primary screen, S. cerevisiae, multiplex flow cytometry, MLPCN library. S. cerevisiae MEP2-GFP strain, 3 h; 100% = DMSO control level. GFP response vs DMSO, % at 10 µM. AID 2016, 2009. hit rate 0.51% among 330,000;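 active means GFP response versus DMSO above a set limit, roughly screen mean plus 3 SD, cut at about 180% in these data; inconclusive means fewer than 70 cells counted for a yeast strain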;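 further: median GFP fluorescence of the barcode-gated MEP2-GFP cells per well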
AGP1 TOR yeast = modulators of AGP1-GFP expression in yeast TOR pathway, primary screen, cell-based, multiplex flow cytometry, S. cerevisiae, MLPCN library. hit rate 0.02% among 320,000. 3 h; GFP as percent of DMSO wells. GFP response vs DMSO, % at 10 µM;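 active means GFP response relative to DMSO above a set limit, near screen average plus 3 SD, cut at about 150% in these data; inconclusive means fewer than 70 cells counted for the yeast strain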;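 further: median GFP channel fluorescence of the gated AGP1 strain per well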
The depositor's hits bear a star; ? = inconclusive; [ ] = another dose, or the depositor's remark.

#1 COc1ccc(CNC(=O)c2sc(=S)n(-c3ccccc3)c2N)cc1
#2 COc1ccc(/C=C/c2nc(N)nc(-c3ccccc3O)n2)cc1OC
#3 CCN(CC)S(=O)(=O)c1ccc(Cl)c(NC(=O)COC(=O)c2nc3nc(C)cc(C)n3n2)c1
#4 c1coc(-c2nnc(SCc3cn4ccccc4n3)o2)c1
#5 COc1ccc(Cl)cc1NC(=S)NNC(=O)C1(C)CC1(Cl)Cl (stereo not drawn)
#6 COc1cccc(-c2nnc(SCC(=O)Nc3cc(C)on3)n2C)c1
#7 O=c1cccccc1NN=C1CCCCC1
#8 CC(C)CCNC(=O)C1CCN(c2nnc(-n3cccc3)s2)CC1
entry no.	1	2	3	4	5	6	7	8
RPL19A-GFP yeast	99	96	98	92	100	105	92	99
CIT2 TOR yeast	96	104	96	101	86	105	97	100
VLA-4 inh	-4	4	-18	-2	0	9	-4	-4
CR mimetic SO	104	129	99	104	103	95	87	99
LAP4-GFP MLPCN	100	84	108	96	100	106	103	105
GRK2 inh	2	2	4	0	0	0	1	3
MEP2-GFP yeast	102	99	116	97	96	105	98	101
AGP1 TOR yeast	105	87	102	95	93	108	100	105

#9 O=C(c1cnc2ccccn2c1=O)N1CCCc2ccccc21
#10 COc1ccc(C2CCCN2C(=S)Nc2ccc(C)cc2C)cc1OC (stereo not drawn)
#11 COc1ccc(C(=O)Nc2ccc(Nc3ccccc3)cc2)cc1Br
#12 C/C(=N\NC(=O)Cc1ccc(Cl)c(Cl)c1)c1cccnc1
#13 COc1ccc(NC(=O)c2c(F)cccc2Cl)cc1S(=O)(=O)N1CCOCC1
#14 COc1ccc(C)cc1NS(=O)(=O)c1cn(C)nc1C
#15 Cc1ccccc1S(=O)(=O)Cc1ccc(C(=O)NC(C)c2ccccc2)o1 (stereo not drawn)
#16 Nc1ccc2c(c1)COC2=O
entry no.	9	10	11	12	13	14	15	16
RPL19A-GFP yeast	101	88	95	114	102	93	99	101
CIT2 TOR yeast	109	81	97	85	101	97	91	120
VLA-4 inh	0	1	11	4	0	5	15	3
CR mimetic SO	92	81	104	91	102	91	98	103
LAP4-GFP MLPCN	98	123	109	76	96	105	91	105
GRK2 inh	2	0	0	0	8	3	0	0
MEP2-GFP yeast	103	91	112	104	105	97	97	111
AGP1 TOR yeast	102	89	105	94	99	103	95	119

Record cards (already shown). Order of screens: RPL19A-GFP yeast	CIT2 TOR yeast	VLA-4 inh	CR mimetic SO	LAP4-GFP MLPCN	GRK2 inh	MEP2-GFP yeast	AGP1 TOR yeast
COc1ccc(C)cc1NS(=O)(=O)c1cn(C)nc1C as listed: 93	97	5	91	105	3	97	103
O=C(c1cnc2ccccn2c1=O)N1CCCc2ccccc21 as listed: 101	109	0	92	98	2	103	102
Nc1ccc2c(c1)COC2=O as listed: 101	120	3	103	105	0	111	119

More structures
#17 O=C(N/N=C/c1ccco1)c1ccncc1
#18 COc1ccc(C2C3=C(CCCC3=O)Nc3n[nH]c(C)c32)cc1OC (stereo not drawn)
#19 CCc1c(C#N)c(SCCC(=O)Nc2cccc(OC)c2)nc2c1C(=O)CC(C)(C)C2
#20 CCN(CC)CCCNC(=O)c1csc(Nc2cccc3ccccc23)n1
#21 CCN(CC(=O)Nc1ccc2c(c1)OCCO2)CC(=O)Nc1ccc(C)c(S(=O)(=O)N(C)C)c1
#22 COc1ccc(C(CC(=O)O)NC(=O)Cc2ccccc2)cc1OC (stereo not drawn)
#23 Cc1nonc1CN(C)C(=O)c1cc(COc2ccc(F)cc2Cl)on1
#24 COc1cc(C2CC(=O)Oc3c2c(=O)n(C)c2ccccc32)cc(OC)c1OC (stereo not drawn)
entry no.	17	18	19	20	21	22	23	24
RPL19A-GFP yeast	106	102	95	107	93	100	97	106
CIT2 TOR yeast	102	119	?	101	105	99	105	97
VLA-4 inh	0	-8	7	-4	10	10	5	2
CR mimetic SO	80	101	102	89	110	93	109	73
LAP4-GFP MLPCN	104	113	92[may fluoresce violet]	96	96	98	93	90
GRK2 inh	1	0	0	0	0	1	1	2
MEP2-GFP yeast	103	112	221*[may fluoresce violet]	106	102	99	100	98
AGP1 TOR yeast	105	104	100	107	93	104	103	101

#25 O=C(Nc1cc(-c2nc3ncccc3o2)ccc1Cl)c1ccc([N+](=O)[O-])o1
#26 CCSC1=N/C(=C\c2cccc(F)c2)C(=O)S1
#27 O=S(=O)(c1cccc(-c2n[nH]c(=S)n2-c2ccccc2Cl)c1)N1CCOCC1
#28 O=S(=O)(Nc1ncccn1)c1ccc(-n2cnnn2)cc1
#29 Cc1nnc(NN)n(N)c1=O
#30 COc1ccc(OC)c(-n2c(-c3ccc(O)cc3O)n[nH]c2=S)c1
#31 CN(CCn1ccnc1)C(=O)CC1C(=O)NCCN1Cc1ccccc1C(F)(F)F (stereo not drawn)
#32 CCCN1C(=O)COc2ccc(-c3n[nH]c(=O)c4ccccc34)cc21
entry no.	25	26	27	28	29	30	31	32
RPL19A-GFP yeast	107	100	99	92	101	102	88	96
CIT2 TOR yeast	102	101	101	95	99	101	90	93
VLA-4 inh	-3	20	9	4	12	10	-6	0
CR mimetic SO	81	115	102	114	104	102	111	95
LAP4-GFP MLPCN	101	88	99	88	101	106	81	105
GRK2 inh	0	3	1	1	3	2	1	0
MEP2-GFP yeast	100	95	100	93	99	103	88	102
AGP1 TOR yeast	98	95	103	93	106	102	89	102

#33 O=C(Nc1ccc2snnc2c1)N1CCOCC1
#34 CCSc1cnn(-c2ccccc2)c(=O)c1Cl
#35 Cc1ccc(-c2csc(-c3c[nH]c4ccccc34)n2)c(C)c1
#36 Cc1ccccc1Cn1cc(NC(=O)c2cc(C3CC3)on2)cn1
#37 O=C(Nc1ccc(F)cc1F)N1CCCN(c2ccc([N+](=O)[O-])cn2)CC1
#38 CC(=O)CC(C)(C)n1nnc(-c2ccccc2)n1
#39 O=C(c1cc2ccccc2o1)N1CCN(c2ccccc2Cl)CC1
#40 CCOC(=O)CC(=O)Nc1ncnc2c1C(c1ccccc1)c1c(ccc3ccccc13)O2 (stereo not drawn)
entry no.	33	34	35	36	37	38	39	40
RPL19A-GFP yeast	98	92	104	107	98	98	96	99
CIT2 TOR yeast	101	84	106	92	101	99	82	95
VLA-4 inh	16	15	19	7	25	1	-8	0
CR mimetic SO	104	97	92	94	94	102	88	120
LAP4-GFP MLPCN	112	118	112	132	107	97	102	98
GRK2 inh	0	1	0	7	1	1	0	3
MEP2-GFP yeast	113	95	109	103	95	97	101	95
AGP1 TOR yeast	104	98	110	104	106	94	99	94

Part of the list above in order of SMILES length, smallest number first.
#33 O=C(Nc1ccc2snnc2c1)N1CCOCC1
#34 CCSc1cnn(-c2ccccc2)c(=O)c1Cl
#39 O=C(c1cc2ccccc2o1)N1CCN(c2ccccc2Cl)CC1
entry no.	33	34	39
RPL19A-GFP yeast	98	92	96
CIT2 TOR yeast	101	84	82
VLA-4 inh	16	15	-8
CR mimetic SO	104	97	88
LAP4-GFP MLPCN	112	118	102
GRK2 inh	0	1	0
MEP2-GFP yeast	113	95	101
AGP1 TOR yeast	104	98	99

The list continues:
#41 Cc1ccc(NC(=O)C2CC(O)CN2C(=O)OCc2ccccc2)c(C)c1 (stereo not drawn)
#42 O=C(Nc1c2c(nc3ccccc13)CCCC2)c1ccccc1F
#43 Cc1cc(C(=O)N/N=C2\CC(=O)CC(C)(C)C2)c(C)n1-c1ccccc1
#44 O=C(c1cccc(Cl)c1)N(Cc1ccco1)C1CCS(=O)(=O)C1 (stereo not drawn)
#45 COc1ccc2c(c1)c1ncn(CCN3CCCCC3)c(=O)c1n2C
#46 CCCCCC1=NN2C(=O)CC(=O)N=C2S1
#47 N#CCCN(C(=O)COC(=O)c1cc2ccccc2oc1=O)c1ccccc1
#48 CSc1nc(SCC(N)=O)c2c3c(sc2n1)CN(C)CC3
entry no.	41	42	43	44	45	46	47	48
RPL19A-GFP yeast	103	102	109	102	92	99	104	86
CIT2 TOR yeast	109	102	106	93	105	95	95	85
VLA-4 inh	-6	9	-5	-3	-1	5	5	5
CR mimetic SO	100	94	135	86	97	82	106	98
LAP4-GFP MLPCN	102	97	100	114	94	98	99	84
GRK2 inh	3	0	5	2	1	0	0	6
MEP2-GFP yeast	103	104	109	111	103	86	92	92
AGP1 TOR yeast	110	103	105	97	93	101	100	87

#49 CCCc1nnc(NC(=O)C2CCN(C(=O)c3ccco3)CC2)s1
#50 CCOc1ccc2nc(NC(=O)c3c([N+](=O)[O-])cnn3CC)sc2c1
#51 CC(C)c1ccc(OCCCCN2CCCCC2)cc1
#52 CCOc1ccc(S(=O)(=O)n2ccc(C)n2)cc1
#53 COc1cccc2cc(-c3cc(=O)oc4cc(C)c(O)cc34)oc12
#54 CCN(C(=O)CSc1ncn[nH]1)c1cccc2ccccc12
#55 O=C(CN1C(=O)c2ccccc2C1=O)NC1CCCCCC1
#56 CCc1nc(CN2CCN(c3ccc(C(F)(F)F)cn3)CC2)c(C)[nH]1
entry no.	49	50	51	52	53	54	55	56
RPL19A-GFP yeast	100	104	98	96	102	104	105	94
CIT2 TOR yeast	107	103	91	90	98	99	107	87
VLA-4 inh	9	-3	2	-20	13	18	6	12
CR mimetic SO	87	98	94	107	107	91	92	91
LAP4-GFP MLPCN	110	95	85	99	98	103	95	100
GRK2 inh	0	0	0	2	0	7	3	3
MEP2-GFP yeast	112	110	93	96	97	106	98	91
AGP1 TOR yeast	105	101	92	94	98	101	105	90
